# Efflux pump inh = inhibitors of Candida antifungal efflux pumps expressed in yeast | S. cerevisiae Candida pump triplex, Nile Red efflux | inhibition, % at 10 µM | actives 0.44% (n = 330,000) | AID 485275;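 active = plate passing quality check with inhibition over a set limit, or well fluorescence over plate mean plus 4 SD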;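 note: Nile Red retained in pooled yeast measured as flow cytometry median fluorescence; 0% = buffer negative control and 100% = Enniatin B positive control; higher means more Nile Red kept so more efflux inhibition; some compounds called inactive have numbers as strong as hits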
# HCV core dimer = HCV core protein dimerization inhibition | actives 0.33% (n = 300,000) | TR-FRET GST/Flag-core106 dimerization, 1536-well | AID 1899 | inhibition, % at 5 µM;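 active = inhibition above the mean of all tested compounds plus 3 SD, set per screening campaign, cut at about 45% in these data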
#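 Assay system: Tagged HCV core106 pair (GST and Flag) | Buffer or medium: KF-containing HEPES buffer, pH 7.45, DTT, CHAPS, BSA | Also added: Eu donor and XL665 acceptor anti-tag antibodies | Dosing: One concentration, 5 µM, in 0.5% DMSO | Timing: 4 h at 22.5 °C | Technique: TR-FRET 671 and 617 nm emission | Repeats: Singlicate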
# CTSL1 counter = blocks F. hepatica cathepsin L1 in PFM18AAP counter-screen; actives 0.49% (n = 300,000); inhibition, % at 5.96 µM; AID 1906; recombinant F. hepatica cathepsin L1, Z-Leu-Arg-MCA fluorescence;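 active = inhibition above the mean of all tested compounds plus 3 SD, set per screening campaign, cut at about 17% in these data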;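 note: 0% = plate median of test compound wells and 100% = 1 µM Z-Phe-Ala-diazomethylketone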
# TPT1 inh = C. albicans TPT1 enzyme inhibition | recombinant caTPT1, FP RNA substrate dephosphorylation | inhibition, % at 5 µM | actives 0.81% (n = 300,000) | AID 1962;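 active = inhibition above the mean of all tested compounds plus 3 SD, set per screening campaign, cut at about 24% in these data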;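 note: plate controls were DMSO alone for no effect and ferristatin control at 100 nM for full effect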
# PP1 inh = PP1-alpha (human) inhibition in PP5 counter-screen; P62136; purified PP1alpha, OMFP fluorescence; inhibition, % at 6.7 µM; actives 0.9% (n = 320,000); AID 2235;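 active = inhibition above the mean inhibition of all tested compounds plus 3 SD, computed separately for each screening campaign, cut at about 15% in these data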
# Target sequence (P62136 whole entry, looked up): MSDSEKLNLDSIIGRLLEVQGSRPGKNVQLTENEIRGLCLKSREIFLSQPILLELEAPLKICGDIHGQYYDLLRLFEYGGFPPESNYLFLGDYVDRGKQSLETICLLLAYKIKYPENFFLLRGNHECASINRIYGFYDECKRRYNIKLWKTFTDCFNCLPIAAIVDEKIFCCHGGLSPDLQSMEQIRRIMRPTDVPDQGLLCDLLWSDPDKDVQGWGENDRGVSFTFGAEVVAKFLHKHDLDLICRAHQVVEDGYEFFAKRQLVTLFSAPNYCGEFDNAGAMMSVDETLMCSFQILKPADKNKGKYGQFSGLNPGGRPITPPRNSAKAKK
# JMJD2C inh = human JMJD2C demethylase inhibition | Q9H3R0 | GST-JMJD2C(1-420) H3K9me3 demethylation, DELFIA europium | inhibition, % at 2.35 µM | actives 0.069% (n = 330,000) | AID 2099;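 active = more than half of a compound's replicate wells show inhibition beyond 50%, single wells judged on their own value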;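 note: signal counts dimethyl H3K9 product captured on neutravidin plate; 0% = median of DMSO wells and 100% = 0.3 times that DMSO median; strong numbers were not always called active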
# PP5 inh = inhibitors of human protein phosphatase 5 (PP5). P53041. purified PP5c, OMFP substrate fluorescence. inhibition, % at 6.7 µM. actives 0.18% (n = 320,000);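 active = inhibition above the campaign's mean inhibition across all tested compounds plus 3 SD, cut at about 9.5% in these data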;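 note: 0% = DMSO only and 100% = 100 µM cantharidin control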
# Target sequence (P53041 whole entry, looked up): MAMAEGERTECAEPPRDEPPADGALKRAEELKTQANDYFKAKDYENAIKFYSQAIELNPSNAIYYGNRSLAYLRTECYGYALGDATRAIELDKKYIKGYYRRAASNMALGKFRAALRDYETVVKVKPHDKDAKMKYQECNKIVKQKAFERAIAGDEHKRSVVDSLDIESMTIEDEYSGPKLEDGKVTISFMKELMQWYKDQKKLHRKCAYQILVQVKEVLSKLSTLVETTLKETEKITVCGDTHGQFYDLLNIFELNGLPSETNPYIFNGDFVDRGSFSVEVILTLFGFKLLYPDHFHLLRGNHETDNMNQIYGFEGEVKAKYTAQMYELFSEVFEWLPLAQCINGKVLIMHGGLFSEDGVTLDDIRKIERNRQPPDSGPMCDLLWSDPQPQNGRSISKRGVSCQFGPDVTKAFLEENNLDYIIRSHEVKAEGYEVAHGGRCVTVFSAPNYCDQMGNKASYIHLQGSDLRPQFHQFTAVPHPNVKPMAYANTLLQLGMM
# LYPLA2 counter = counter-screen for PME1 inhibitors: inhibitors of human LYPLA2; recombinant LYPLA2, FP-Rh probe fluorescence polarization; actives 0.38% (n = 320,000); O95372; inhibition, % at 5.9 µM;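 active = inhibition above the screen-wide mean plus 3 SD, limit set per campaign, cut at about 26% in these data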;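 note: 0% = LYPLA2 with DMSO and 100% = wells lacking LYPLA2 enzyme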
# Target sequence (O95372 whole entry, looked up): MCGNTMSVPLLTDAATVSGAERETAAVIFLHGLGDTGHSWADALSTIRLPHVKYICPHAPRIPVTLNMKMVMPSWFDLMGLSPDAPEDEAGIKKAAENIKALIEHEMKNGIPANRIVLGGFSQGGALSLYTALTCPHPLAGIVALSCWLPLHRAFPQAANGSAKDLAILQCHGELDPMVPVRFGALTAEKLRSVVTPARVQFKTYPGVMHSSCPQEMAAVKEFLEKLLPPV
# PREPL inh = inhibits the human prolyl oligopeptidase-like enzyme | Q4J6C6 | recombinant PREPL, fluorescence polarization activity-based probe | inhibition, % at 5.96 µM | actives 0.68% (n = 320,000); in the data active = inhibition above about 43%;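 note: 0% = enzyme with DMSO and 100% = wells lacking enzyme; many of its hits are not listed in these tables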
# Starred values were filed as active, the others as inactive; / = no result given. Not all compounds are listed; rates above refer to the full screens.
compound	PP5 inh	LYPLA2 counter	Efflux pump inh	PREPL inh	CTSL1 counter	PP1 inh	TPT1 inh	JMJD2C inh	HCV core dimer
Cc1ccc(-n2[nH]c(C)c(/C=N/Nc3ccc([N+](=O)[O-])cc3[N+](=O)[O-])c2=O)cc1C	2.8	14.8	-0.2	16.4	8.8	0.7	-0.2	9.0	26.2
N#Cc1nc(Nc2cccc(Cl)c2)c2ncn(C3CCCC3)c2n1	1.6	-12.1	-0.1	3.8	/	10.2	/	-1.9	/
CC(=O)Nc1ccc(S(=O)(=O)NCCC(=O)N2CCC(Cc3ccccc3)CC2)cc1	2.5	0.6	0.3	0.9	/	2.1	/	-8.8	/
CN(C)CCCNC1CS(=O)(=O)CC1O (stereo not given)	2.1	13.0	-0.1	2.2	-2.8	-3.7	-2.5	-1.9	-2.5
O=C(Nc1cccc(F)c1)C1CCCN(S(=O)(=O)c2ccccc2)C1 (stereo not given)	0.6	0.9	0.0	-4.5	-0.8	0.2	-0.9	-18.3	4.3
COc1cc(CC(=O)OCC(=O)NCc2ccc(C)cc2)cc(OC)c1OC	2.5	6.4	0.0	4.1	/	-0.6	/	-4.4	/
Cc1ccc(O)c(-c2cc(C(=O)NCc3ccc4c(c3)OCO4)[nH]n2)c1	3.6	-0.1	0.5	10.0	-6.9	7.3	0.2	-381.8	-6.2
COc1ccccc1CNC(=O)[C@H](C)N1C(=O)N2CCc3c([nH]c4ccccc34)[C@@]2(C)C1=O	3.6	1.5	0.2	5.7	-0.5	2.5	-3.0	4.9	0.5
Cc1csc(=O)n1CC(=O)OC(C)C(=O)Nc1ccc(F)c(F)c1F (stereo not given)	0.8	-0.1	0.0	0.3	2.9	-4.8	4.4	3.0	-8.6
COCCn1c(SCC(=O)Nc2ccc(F)cc2)nc2ccccc2c1=O	-2.5	1.8	-0.1	-2.1	10.7	-7.7	1.3	-8.7	-14.4
COc1ccc(C(C)=O)cc1CSc1nnc(Nc2ccc(C)cc2C)s1	7.2	3.6	0.8	0.0	-6.6	10.1	0.7	-0.3	6.7
COc1cccc(-n2ccn(CC(=O)NCCc3ccccc3)c(=O)c2=O)c1	-4.5	-15.2	0.3	-6.6	-2.3	-8.8	-1.8	-2.7	-4.4
CNC(=S)NNC(=O)c1c(C)nc2cc(C)ccn12	-1.1	0.1	0.0	-6.6	-1.5	-4.7	-0.1	-0.2	-0.9
Cc1ccc(C(=O)Nc2ccc3cn[nH]c3c2)cc1S(=O)(=O)N1CCCCC1	4.2	-24.6	0.0	-16.9	-3.7	3.6	-0.6	-10.9	8.1
Cc1[nH][nH]c(=O)c1C(c1ccc(-c2cccc(C(=O)O)c2)o1)c1c(C)[nH][nH]c1=O	-0.1	0.6	0.2	12.7	1.0	0.9	2.8	-16.0	0.0
Cc1ccc(NC(=S)N2CCN(c3ncccn3)CC2)c(C)c1	1.4	-3.1	1.0	13.5	-1.4	-2.5	2.1	-5.7	-4.3
Cn1ncc(Cl)c(Oc2ccc(Cl)cc2)c1=O	-1.5	11.4	0.0	-0.3	-2.3	-1.9	-1.8	-1.4	-6.3
Cc1ccc(Cn2c(CCCO)nc3ccccc32)cc1	0.8	-1.6	-0.1	4.1	-1.1	2.5	1.1	8.8	2.5
Cc1[nH][nH]c(=O)c1C(c1cc(Br)ccc1O)c1c(C)[nH][nH]c1=O	-0.1	1.2	-0.2	-1.3	-0.8	2.3	-3.0	13.2	-3.5
CCCN1CCN(C(=O)Nc2ccc(C(=O)OCC)cc2)CC1	3.3	-3.4	0.0	-4.3	1.3	-0.2	-1.8	9.8	1.0
COCCN(CCOC)Cc1cc(=O)oc2cc3c(cc12)CCC3	1.9	-1.6	0.1	9.9	0.1	-0.4	-0.3	-2.9	14.6
CCc1cn(C2CC(O)C(CO)O2)c(=O)[nH]c1=O (stereo not given)	2.4	-0.8	0.1	18.4	/	-4.3	/	-1.0	/
Cc1cc(NS(=O)(=O)c2ccc(NC(=O)CSc3nc4sc(C)c(C)c4c(=O)[nH]3)cc2)no1	-4.0	-3.9	0.1	2.4	12.5	4.7	-8.2	9.3	7.7
COc1ccc(-c2nc3cccc(C)n3c2NCC2CCCO2)cc1O (stereo not given)	-0.3	0.8	0.3	10.0	2.0	-0.7	3.4	-5.8	-13.2
Cc1cc(-c2nn(-c3ccccc3F)cc2CN2CCCC(CO)C2)c(C)s1 (stereo not given)	0.2	3.1	0.0	7.7	2.4	-0.5	2.4	-1.2	0.1
CCCOc1ccc(N2C(=O)CC(NCc3cccs3)C2=O)cc1 (stereo not given)	0.8	2.8	0.0	-3.7	-2.5	0.9	-3.4	5.0	0.0
COc1ccccc1CN1CCC(n2nccc2NC(=O)c2ccccc2Cl)CC1	0.9	-1.3	0.1	-10.1	-1.5	-2.0	1.4	-20.6	-3.4
CC(=O)/C(N=Nc1nc2c([nH]1)c(=O)n(C)c(=O)n2C)=C(\C)O	2.4	-8.7	0.1	0.3	-1.1	10.7	-4.1	-3.1	9.3
COc1ccc2c(c1)c(CCNNC(=O)C(C)(C)C)c(C)n2C(=O)c1ccc(Cl)cc1	-3.2	-2.9	-0.1	1.9	5.7	-2.5	-5.0	-27.4	-26.0
CC(=O)N1C(=O)NC(c2ccccc2)=C([N+](=O)[O-])C1c1ccccc1 (stereo not given)	1.1	2.9	0.0	4.3	-0.9	9.3	-1.8	13.6	-3.8

# Shown with values under each structure: entries from further up
# Sequence of screens: PP5 inh | LYPLA2 counter | Efflux pump inh | PREPL inh | CTSL1 counter | PP1 inh | TPT1 inh | JMJD2C inh | HCV core dimer
> Cc1[nH][nH]c(=O)c1C(c1cc(Br)ccc1O)c1c(C)[nH][nH]c1=O
  -0.1 | 1.2 | -0.2 | -1.3 | -0.8 | 2.3 | -3.0 | 13.2 | -3.5
> COc1ccc2c(c1)c(CCNNC(=O)C(C)(C)C)c(C)n2C(=O)c1ccc(Cl)cc1
  -3.2 | -2.9 | -0.1 | 1.9 | 5.7 | -2.5 | -5.0 | -27.4 | -26.0

# The listing continues.
compound	PP5 inh	LYPLA2 counter	Efflux pump inh	PREPL inh	CTSL1 counter	PP1 inh	TPT1 inh	JMJD2C inh	HCV core dimer
COc1ccccc1CNC(=O)C1CCCN(S(=O)(=O)c2ccc3c(c2)C(C)(C)C(=O)N3C)C1 (stereo not given)	2.2	-0.5	0.1	4.1	-1.4	-1.5	-2.7	-10.1	-1.7
CCC(C)Sc1ccc([C@@H]2[C@H]3C(=O)N(CC)C(=O)[C@H]3[C@]3(C(=O)OC)CCCCN23)cc1 (stereo not given in full)	4.2	1.6	0.0	-6.2	5.3	1.8	13.6	-1.7	9.3
CCn1c(C2CC(=O)N(c3ccc(C)c(C)c3)C2)nc2ccccc21 (stereo not given)	1.1	3.5	-0.1	5.1	2.6	2.2	-3.1	15.2	3.8
Cn1c(C(=O)N2CCCC(C(=O)NCc3ccccc3)C2)cc2sccc21 (stereo not given)	0.4	0.8	0.1	-10.7	1.9	1.3	-4.5	6.5	-5.3
COc1ccccc1NC(=O)Cn1cnc2c(cnn2-c2ccccc2)c1=O	1.6	7.7	0.0	3.4	1.1	-2.9	0.9	1.4	1.9
COc1ccc(CCNC(=O)c2ccc(N3CCCC3=O)cc2)cc1OC	-0.9	3.1	-0.1	6.5	-0.6	-0.4	-0.9	6.1	-4.3
O=C(CC(SCCO)c1ccc([N+](=O)[O-])cc1)c1ccco1 (stereo not given)	-0.3	4.8	0.2	-2.9	-4.8	4.4	1.4	8.7	1.7
CCCSc1nnc(NC(=O)c2ccco2)s1	1.8	-7.1	-0.1	-0.9	5.3	3.9	2.4	5.8	-2.7
Cc1csc(NC(=O)CCc2nc3ccccc3s2)n1	1.5	4.9	-0.1	-13.0	-2.8	5.7	5.4	-7.8	55.4*
COc1cc(OC)cc(C(=O)Oc2ccc(/C=N/Nc3nc4ccccc4s3)cc2OC)c1	5.2	-1.1	-5.8	6.5	1.1	0.9	0.6	-4.3	18.9
COc1ccccc1/C=C1\SC(=S)N(CCC(=O)N2CCCCC2CCO)C1=O (stereo not given)	2.0	3.8	0.1	28.4	-4.4	-1.0	-2.0	16.9	18.9
O=C(Nc1cccnc1)c1cc(-c2cccc(Br)c2)nc2ccccc12	2.9	-42.4	0.1	-6.1	3.0	2.8	-1.4	5.5	14.2
Cc1[nH]ncc1-c1nc2ccccc2[nH]1	0.0	1.3	-0.1	5.1	6.0	-3.5	0.6	1.4	10.6
CCOC(=O)N1CCN(Cc2nc3c(c(=O)n(C)c(=O)n3C)n2Cc2ccccc2)CC1	-1.1	1.2	-0.1	-0.8	-0.9	-1.4	-1.1	3.5	1.9
Cc1ccc(-c2csc3nc(SCC(=O)Nc4ccc(Cl)c(C(=O)O)c4)[nH]c(=O)c23)cc1	0.6	4.2	0.1	-3.2	-4.0	2.8	-1.9	5.3	19.4
Cc1cccc(N2CCN(C(=O)CCS(=O)(=O)c3ccc(Br)cc3)CC2C)c1 (stereo not given)	3.6	6.3	-0.1	-7.9	-3.8	-0.7	-3.0	-7.3	-52.6
Nc1ccc(Nc2ccccc2)cc1	3.2	11.1	0.8	94.7*	1.1	6.1	4.1	1.3	-16.7
O=C(CSc1ccc2c(c1)OCCO2)NCc1ccccc1	-0.9	-2.9	0.0	1.9	0.4	0.3	1.3	-6.1	-0.2
NS(=O)(=O)c1ccc(NC(=O)COC(=O)c2ccco2)cc1	-0.8	-3.9	0.2	12.1	-5.7	-0.1	1.8	15.3	-0.4
CCOCCCn1c(C)nc2c(c1=O)c1nc3ccccc3nc1n2-c1ccc(C)cc1	1.9	-6.9	0.3	11.0	-5.4	1.0	-0.2	141.7	3.3
CCOc1cc(/C=C2\SC(=S)N(NC(=O)c3cccnc3)C2=O)ccc1O	1.2	-171.6	0.2	-139.9	2.3	4.1	50.1*	-17.6	-17.4
CC(=O)Nc1ccc(NC(=O)c2ccccc2C)cc1	1.1	0.5	0.2	14.5	-1.3	-2.9	1.7	-5.6	2.0
COc1ccc(C)cc1NC(=O)c1sc2nc(C)nc(N3CCOCC3)c2c1C	2.4	-3.5	0.1	-0.8	3.4	-1.1	1.2	9.0	-9.8
Cc1cc(C)nc(N/N=C/c2cccc(Cl)c2)n1	1.5	-2.9	-0.2	-5.2	-2.6	-0.7	0.7	-0.5	0.8
COC(=O)c1ccc(C2Nc3cccc4cccc(c34)N2)cc1	-0.2	-2.6	0.1	12.4	-5.3	-2.8	-2.5	-7.3	-4.6
COc1ccccc1N(CC(=O)NCCSCc1ccccc1)S(=O)(=O)c1ccc(C)cc1	0.9	2.5	0.1	0.6	7.5	1.8	0.3	0.9	15.5
CCOC(=O)CNC(c1ccccc1)c1cc(Br)ccc1NC(C)=O (stereo not given)	0.3	5.1	-0.2	12.8	-3.8	0.4	-0.1	-1.2	-3.4
Cc1ccc(-c2nnn(CC(=O)Nc3ccccc3N3CCOCC3)n2)cc1	4.0	-3.7	-0.1	5.6	-1.0	-3.7	0.2	62.7	2.1
COC(=O)CSc1nnc(-c2ccccc2OC)o1	2.4	-0.6	0.2	15.9	-2.4	-2.4	0.7	-5.4	0.0
C/C=C1\COC(C(=O)NCc2cccc(OC)c2OC)(C(F)(F)F)C=C1C=C1CCCCC1 (stereo not given)	6.7	2.8	0.0	0.8	-0.9	4.5	1.9	-18.7	-4.1

# Source: PubChem (several laboratories)
